Screening results deposited in PubChem by National Center for Advancing Translational Sciences (NCATS).
ATXN viability: viability counter-screen for ATXN expression inhibitors | Potency, µM (doses to about 56.7 µM), usual class: cytotoxic | S2 cells (HEK-293 line with an ATXN2-luciferase reporter) viability, CellTiter-Fluor protease fluorescence, 24 h | AID 651635 | 400,000 compounds, 0.49% hits; further: nearly all actives have a fitted effect of over 40% in size
ATXN2 expr inh: ATXN2 expression inhibition. HEK-293 ATXN2-luciferase reporter, luminescence, 24 h. Potency, µM (series often up to 57 µM), without a hit: top-dose activity change, negative = inhibition, actives largely listed as inhibitors. 360,000 compounds, 0.72% hits. AID 1745845; further: on the % scale 0 is the no-effect control and ±100 the full control effect; nearly all actives have a fitted effect of over 55% in size
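qHTS (up to 57 uM final) was run with 24 h compound exposure of reporter cells at 37 °C. Each well was multiplexed: SteadyGlo luminescence measured ATXN2-luciferase expression after a fluorogenic Gly-Phe-AFC viability readout (25 uM final).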
MCF10A rerep: inducers of DNA re-replication in MCF 10A breast cells; 350,000 compounds, 2.9% hits; Potency, µM (series often up to 46.1 µM), for inactives: top-dose activity, positive = re-replication, usual class: activators; AID 624296; MCF 10A DNA re-replication, Hoechst nuclear intensity, 48 h; further: % of control where 0% means no effect; nearly all actives have a fitted effect of over 50% in size
* marks the source's active call; other numbers are inactive results; i = inactive; ? = inconclusive; · = not tested or not shown. The call rests on the fitted dose curve; in most records, active means well fitted curve in the direction sought with a large enough effect; inconclusive means small, poorly fitted or top-dose-only effect, or another doubt; inactive means no such curve, though single readings can be large; an effect the other way counts as inactive or inconclusive. Potency means the concentration at half of the fitted maximal effect. Some of the compounds tested; the hit share may differ from the screen's.

1: OC1(c2ccc(Cl)c(C(F)(F)F)c2)CCN(CCCC(c2ccc(F)cc2)c2ccc(F)cc2)CC1
2: NS(=O)(=O)c1cc(C(=O)NN2C[C@H]3[C@H]4CCC(C4)[C@H]3C2)ccc1Cl
3: CCCSS/C(CCO)=C(\C)N(C=O)Cc1cnc(C)nc1N
4: O=C1NC(=O)[C@@]2(CCOc3ccc(F)cc32)N1
5: CCN(CC)CCOc1ccccc1C(=O)CCc1ccccc1
6: NC(=O)n1c(O)c(C(=O)c2cccs2)c2cc(Cl)ccc21

assay / compound	1	2	3	4	5	6
ATXN viability	18µM*	i	i	i	i	i
ATXN2 expr inh	16µM*	1%	?	0%	-23%	7%
MCF10A rerep	·	·	·	4%	-3%	?

A draw from above in order of count of non-hydrogen atoms, ascending.
4: O=C1NC(=O)[C@@]2(CCOc3ccc(F)cc32)N1
5: CCN(CC)CCOc1ccccc1C(=O)CCc1ccccc1
1: OC1(c2ccc(Cl)c(C(F)(F)F)c2)CCN(CCCC(c2ccc(F)cc2)c2ccc(F)cc2)CC1

assay / compound	4	5	1
ATXN viability	i	i	18µM*
ATXN2 expr inh	0%	-23%	16µM*
MCF10A rerep	4%	-3%	·

Next records.
7: CCOC(=O)c1cccc(N)c1
8: O=C(O)CN1C(=O)c2cccc3cccc(c23)C1=O
9: CCCOC(=O)c1ccccc1
10: CCNC(=O)/C=C/c1cccc(Br)c1
11: COC(=O)c1cccnc1
12: N/C(=N\N=C\c1ccc(Cl)cc1)N/N=C/c1ccc(Cl)cc1

assay / compound	7	8	9	10	11	12
ATXN viability	i	i	i	i	i	?
ATXN2 expr inh	5%	0%	9%	17%	6%	?
MCF10A rerep	-1%	-1%	4%	-2%	-1%	?

Whole records from above. Order of screens: ATXN viability, ATXN2 expr inh, MCF10A rerep
Results for O=C(O)CN1C(=O)c2cccc3cccc(c23)C1=O = i, 0%, -1%
Results for CCNC(=O)/C=C/c1cccc(Br)c1 = i, 17%, -2%

Carrying on:
13: O=C(Cn1ccnc1[N+](=O)[O-])NCCO
14: CC(=O)NCCCCCC(=O)O
15: C#C[C@]1(OC(C)=O)CC[C@H]2[C@@H]3CCC4=C/C(=N/O)CC[C@@H]4[C@H]3CC[C@@]21CC
16: Cc1ccccc1N=Nc1ccc(N=Nc2c(O)ccc3ccccc23)c(C)c1
17: CCCCCCCC/C=C\CCCCCCCCN
18: O=S(=O)(O)c1ccc2nc(-c3ccccc3)[nH]c2c1

assay / compound	13	14	15	16	17	18
ATXN viability	i	i	?	i	i	i
ATXN2 expr inh	2%	7%	?	16%	0%	5%
MCF10A rerep	0%	5%	?	-1%	-3%	2%

Nos. 17–18 from above:
17: CCCCCCCC/C=C\CCCCCCCCN
18: O=S(=O)(O)c1ccc2nc(-c3ccccc3)[nH]c2c1

assay / compound	17	18
ATXN viability	i	i
ATXN2 expr inh	0%	5%
MCF10A rerep	-3%	2%
